Source: PubChem BioAssay
Rin1-Abl PPI inh: human Rin1-Abl interaction inhibition; P00519+Q13671; TR-FRET Rin1/Abl binding, biochemical; inhibition, % at 7.35 µM; 0.4% of 360,000 active; AID 588664; in the data active = inhibition above about 5%, passing the limit was not always enough
MsrA act: bovine methionine sulfoxide reductase A activation; purified bovine MsrA, absorbance read-out; AID 602163; 0.3% of 360,000 active; activation, % at 10.6 µM; in the data active = activation above about 7.5%;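 also: 0% = vehicle and 100% = reference activator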
CSN inh: inhibitors of human CSN-mediated cullin deneddylation; 0.38% of 360,000 active; AID 651999; inhibition, % at 12.5 µM; Purified CSN, SCF-Nedd8-OG deneddylation, fluorescence polarization; Q92905;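 active = pattern-corrected inhibition above about 35%, with an unprinted fluorescence ratio check between 0.5 and 1.5, limit read from the data, passing the limit was not always enough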;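 also: 0% = enzyme with substrate and 100% = substrate without enzyme; some results filed as inactive read as strong as hits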
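Test system: Human Csn5 produced in HEK293T cells | Compound: 12.5 µM single point | Times: 90 min, room temperature | Signal: Fluorescence polarization readout | Read-out basis: % inhibition of substrate cleavage by Csn5 | Controls: no-enzyme wells high, enzyme-with-substrate wells low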
MLLE-PAM2 inh: blocks PAM2 peptide binding to the PABP1 MLLE domain. 0.36% of 360,000 active. GST-MLLE / FITC-PAM2 fluorescence polarization. inhibition, % at 20 µM. AID 588489. P11940; in the data active = inhibition above about 35%, passing the limit was not always enough;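 also: plate controls were DMSO wells with GST-MLLE for no effect and wells lacking GST-MLLE protein for full effect; some results filed as inactive read as strong as hits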
FAS TE block: blocks the thioesterase domain of human fatty acid synthase; recombinant FAS-TE, OMFH fluorogenic substrate, fluorescence endpoint; inhibition, % at 15 µM; 0.67% of 360,000 active;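 active = compounds whose normalised, plate-corrected inhibition of enzyme fluorescence in the single-dose primary screen is 50% or more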;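 also: 0% = DMSO with enzyme and 100% = substrate without enzyme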
Target sequence (P49327 whole entry, looked up, the tested form may be a part): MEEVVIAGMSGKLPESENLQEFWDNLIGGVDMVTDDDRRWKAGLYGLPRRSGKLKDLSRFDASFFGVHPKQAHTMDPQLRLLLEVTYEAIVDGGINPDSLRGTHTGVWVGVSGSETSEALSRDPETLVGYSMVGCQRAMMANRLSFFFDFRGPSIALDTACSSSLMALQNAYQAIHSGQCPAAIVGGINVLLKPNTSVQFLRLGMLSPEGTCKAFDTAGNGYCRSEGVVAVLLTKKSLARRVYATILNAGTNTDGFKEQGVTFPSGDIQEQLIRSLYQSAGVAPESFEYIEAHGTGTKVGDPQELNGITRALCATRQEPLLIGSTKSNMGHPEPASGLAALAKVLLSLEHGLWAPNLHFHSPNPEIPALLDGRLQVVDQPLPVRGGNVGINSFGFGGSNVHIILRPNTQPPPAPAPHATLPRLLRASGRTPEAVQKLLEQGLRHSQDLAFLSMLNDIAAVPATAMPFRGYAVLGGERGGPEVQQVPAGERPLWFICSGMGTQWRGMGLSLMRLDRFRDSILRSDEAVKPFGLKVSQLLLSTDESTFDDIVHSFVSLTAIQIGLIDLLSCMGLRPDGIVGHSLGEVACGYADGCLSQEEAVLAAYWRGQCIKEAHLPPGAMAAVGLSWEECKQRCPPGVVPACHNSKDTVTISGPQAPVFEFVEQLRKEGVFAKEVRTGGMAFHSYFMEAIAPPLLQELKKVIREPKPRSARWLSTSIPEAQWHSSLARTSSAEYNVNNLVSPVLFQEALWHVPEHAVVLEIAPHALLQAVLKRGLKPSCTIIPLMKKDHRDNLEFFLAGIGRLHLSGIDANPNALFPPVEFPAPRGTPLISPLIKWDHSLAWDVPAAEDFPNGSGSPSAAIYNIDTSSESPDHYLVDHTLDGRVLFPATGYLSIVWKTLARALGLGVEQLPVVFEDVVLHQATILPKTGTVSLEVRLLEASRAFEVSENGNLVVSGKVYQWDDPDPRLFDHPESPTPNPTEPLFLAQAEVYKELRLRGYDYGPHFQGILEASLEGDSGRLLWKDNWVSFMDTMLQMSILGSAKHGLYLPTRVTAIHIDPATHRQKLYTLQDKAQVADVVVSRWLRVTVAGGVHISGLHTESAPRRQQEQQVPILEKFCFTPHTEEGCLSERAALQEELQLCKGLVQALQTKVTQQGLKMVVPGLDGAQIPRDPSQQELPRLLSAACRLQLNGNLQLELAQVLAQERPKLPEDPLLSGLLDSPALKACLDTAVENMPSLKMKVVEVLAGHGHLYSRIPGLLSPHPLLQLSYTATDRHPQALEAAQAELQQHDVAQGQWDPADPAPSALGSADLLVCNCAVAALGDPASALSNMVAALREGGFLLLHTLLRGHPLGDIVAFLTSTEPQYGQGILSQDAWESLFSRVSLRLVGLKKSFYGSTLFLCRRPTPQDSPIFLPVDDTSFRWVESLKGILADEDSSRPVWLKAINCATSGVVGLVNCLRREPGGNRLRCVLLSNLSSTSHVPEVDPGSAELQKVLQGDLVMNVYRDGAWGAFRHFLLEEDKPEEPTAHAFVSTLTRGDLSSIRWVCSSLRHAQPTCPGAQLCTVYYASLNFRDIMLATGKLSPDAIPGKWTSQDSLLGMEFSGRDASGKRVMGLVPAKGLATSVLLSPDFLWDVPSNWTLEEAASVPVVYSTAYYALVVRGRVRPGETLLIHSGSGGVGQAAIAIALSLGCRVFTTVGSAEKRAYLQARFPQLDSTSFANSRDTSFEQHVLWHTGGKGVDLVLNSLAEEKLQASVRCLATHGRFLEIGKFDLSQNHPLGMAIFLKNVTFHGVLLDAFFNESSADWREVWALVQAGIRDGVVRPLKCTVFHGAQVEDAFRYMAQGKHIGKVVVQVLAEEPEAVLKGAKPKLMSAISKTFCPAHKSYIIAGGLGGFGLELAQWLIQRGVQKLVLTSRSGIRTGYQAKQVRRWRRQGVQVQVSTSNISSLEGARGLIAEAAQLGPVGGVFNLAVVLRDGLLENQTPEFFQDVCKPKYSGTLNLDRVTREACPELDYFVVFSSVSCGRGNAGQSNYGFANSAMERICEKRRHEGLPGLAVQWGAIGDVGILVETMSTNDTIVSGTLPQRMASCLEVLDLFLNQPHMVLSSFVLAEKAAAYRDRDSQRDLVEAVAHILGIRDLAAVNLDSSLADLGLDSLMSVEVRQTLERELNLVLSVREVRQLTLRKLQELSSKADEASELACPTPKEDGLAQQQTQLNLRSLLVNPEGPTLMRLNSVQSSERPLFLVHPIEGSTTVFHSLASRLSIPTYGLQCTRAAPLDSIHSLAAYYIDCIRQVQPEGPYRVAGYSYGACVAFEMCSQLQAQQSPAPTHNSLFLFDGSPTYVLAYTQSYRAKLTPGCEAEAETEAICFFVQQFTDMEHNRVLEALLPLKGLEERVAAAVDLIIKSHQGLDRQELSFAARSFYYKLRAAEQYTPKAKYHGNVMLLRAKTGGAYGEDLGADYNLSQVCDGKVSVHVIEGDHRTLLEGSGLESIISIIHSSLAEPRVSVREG
MsrA inh: bovine MsrA inhibition; purified bovine MsrA, absorbance read-out; inhibition, % at 15.5 µM; 0.75% of 360,000 active; AID 651718; in the data active = inhibition above about 4.5%;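 also: 0% = vehicle wells with enzyme and 100% = reference inhibitor wells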
eLon inh: inhibits E. coli Lon protease. inhibition, % at 7.94 µM. P0A9M0. purified E. coli Lon protease, fluorescence polarization. 0.42% of 360,000 active; in the data active = inhibition above about 13%, passing the limit was not always enough;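 also: 0% = enzyme with probe and DMSO and 100% = no enzyme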
TbMetRS inhib: Trypanosoma brucei MetRS inhibition; purified T. brucei MetRS, ATP depletion, Kinase-Glo luminescence; inhibition, % at 11.9 µM; 0.4% of 360,000 active;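 active = inhibition above a per-plate cutoff of the control wells' mean inhibition plus 3 SD, cut at about 5.5% in these data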;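 also: 0% = DMSO wells median and 100% = median of wells with control inhibitor compound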
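System: purified T. brucei MetRS enzyme / Detection: Kinase-Glo luciferase luminescence reporting remaining unconsumed ATP / Medium: HEPES buffer with MgCl2, KCl, DTT, spermine, BSA, pyrophosphatase / Replication: singlicate, one well per compound / Evaluation: percent inhibition relative to median high and low control wells / Schedule: 2 h aminoacylation at 25 °C after 15 min preincubation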
Neddyl block: blocks human cullin neddylation; TR-FRET cullin neddylation, biochemical; calls only at 25 µM; 0.58% of 360,000 active; in the data active = inhibition above about 36%
An asterisk follows results filed as active; i = inactive; / = no result given.

SMILES	Rin1-Abl PPI inh	MsrA act	CSN inh	MLLE-PAM2 inh	FAS TE block	MsrA inh	eLon inh	TbMetRS inhib	Neddyl block
N#Cc1c(-c2ccc(Cl)cc2)cc(-c2cccs2)nc1SCC(=O)O	1	5	18	22	12	1.4	1	-0.4	i
Cn1c(Cc2ccccc2)nc(=O)c2ccccc21	-1	-3	0	5	2	1.3	-3	0.3	i
COc1ccc(S(=O)(=O)N(C)C)cc1NC(=O)COC(=O)c1n[nH]c2ccccc12	2	-1	-1	-12	-11	-0.1	-7	0.0	i
Cc1occc1-c1nnc(SCC(=O)NC(C)(C)C)n1C(C)c1ccccc1 (stereo not drawn)	0	-7	0	-7	-6	0.0	-16	-0.7	i
COc1ccc(NC(=O)CSc2nccn2C)c([N+](=O)[O-])c1	-1	-4	-11	-14	-6	-1.2	4	0.2	i
C=CCOc1ccc2ccccc2c1CNCCCN1CCOCC1	-6	-1	-3	9	-10	0.4	-3	-0.6	i
O=C(N/N=C/c1ccccc1OC(=O)N1CCOCC1)c1cccs1	0	-10	-2	1	2	1.2	2	-1.1	i
COc1ccc(CN(C)C(=O)c2ccc(NS(=O)(=O)c3ccc4[nH]c(=O)[nH]c4c3)cc2)c(OC)c1	-1	-3	-2	-5	-3	1.2	-8	-0.1	i
COc1ccc(CSc2nnc(Cc3sc(-c4ccccc4)nc3-c3ccccc3)o2)cc1	-1	-2	7	-18	23	0.4	-4	0.1	i
Cc1ccc(S(=O)(=O)N2CCN(C3CC(=O)N(c4ccc(F)cc4)C3=O)CC2)cc1C (stereo not drawn)	2	-5	-2	3	8	0.6	-2	-0.4	i
CCOC(=O)N1CCN(Cc2nc(N)nc(Nc3ccc(C)cc3C)n2)CC1	0	-4	1	-5	-7	1.3	0	-0.3	i
CC1=C(C(=O)OCC2CCCCC2)C(c2cccc(O)c2)NC(=O)N1 (stereo not drawn)	-2	0	-5	4	5	/	-1	-0.8	i
O=C(Oc1cccc(Nc2ncnc3ccccc23)c1)c1cccnc1	-1	-2	-2	-15	-4	0.6	-12	2.4	i
COc1ccc(NC(=O)CSc2nnc(C3CCCCC3)n2-c2ccccc2)cc1	2	0	0	4	2	0.0	-4	-0.2	i
COc1ccc(C(CNC(=O)CSc2ccccc2C)N(C)C)cc1 (stereo not drawn)	0	-4	1	-6	-4	-0.1	-3	0.0	i
COc1cc(C(=O)COC(=O)c2ccncc2)cc(OC)c1OC	0	-4	3	3	-4	3.2	-7	-0.3	i
CC1(C(=O)Nc2ccc(Cl)cc2)Cc2c(-c3cccc(C(N)=O)c3)ccnc2O1 (stereo not drawn)	-3	-1	-2	5	7	-0.5	2	3.4	i
O=C(C1CCCO1)N1CCN(c2ncccn2)CC1 (stereo not drawn)	2	-7	7	4	-5	0.0	-8	-1.5	i
COCCn1c(SC(C)C(=O)Nc2ccc3c(c2)OCCO3)nc2ccccc2c1=O (stereo not drawn)	2	-2	-4	-4	16	0.3	6	-0.1	i
COc1ccc(NC(=O)c2cccc(Oc3ccc([N+](=O)[O-])cc3Cl)c2)cc1	4	-4	1	-5	52*	2.6	-9	0.3	i
Cc1ccc(-n2c(=O)cc(N3CC(C)OC(C)C3)[nH]c2=O)cc1 (stereo not drawn)	-2	-2	5	1	-11	0.0	-3	-0.5	i
CCOc1ccc(NC(=O)CCCOc2cc(=O)n(C)c3ccccc23)cc1	0	-2	-4	-7	3	0.6	-4	0.1	i
CCc1nc2ccc(C(=O)NCCN3CCNC3=O)cn2c1N(C)Cc1ccc(OC)cc1	-1	-4	-2	3	-5	1.9	-9	-0.3	i
CCOc1ccc(C(=O)CCC(=O)NNC(=O)c2ccccc2O)cc1	3	-6	5	-8	-2	0.2	-1	-0.5	i
COC(=O)c1cc(OC)c(OC)cc1NC(=O)CCC1CCCC1	0	-3	-6	-3	14	0.2	-7	-0.2	i
CCOC(=O)N1CCC(NC(=O)c2csc3c2CCCC3)CC1	-2	-1	-4	18	-7	-0.9	-10	-0.9	i
CCc1ccc(CCC(=O)Nc2ccc(C(=O)O)cc2)o1	3	-6	0	2	-2	-0.7	-4	0.4	i
COc1ccccc1OCC(=O)Nc1ccc(S(=O)(=O)N2CCOCC2)cc1	-2	-3	2	-2	-2	0.6	-5	0.1	i
CCN(CC)C(=O)C1CCCc2c1[nH]c1ccc(Cl)cc21 (stereo not drawn)	5	-3	-7	5	-5	-0.3	-3	0.0	i
S=c1[nH]nc(-c2ccc3c(c2)OCO3)n1-c1ccccc1	-3	-6	0	-2	-9	1.8	-8	-1.3	i
O=c1[nH]c(-c2ccccn2)nc2ccccc12	1	-13	-2	-20	-4	1.3	0	-1.3	i
Cc1cccc(OCCn2c(CCCO)nc3ccccc32)c1	-1	-3	-1	-21	2	-0.6	0	0.7	i
Cc1nn(-c2ccccn2)c(N)c1N=O	-12	-5	-4	-9	-4	1.0	-4	-0.1	i
O=C(Nc1ccc2[nH]ccc2c1)c1cccs1	3	-3	0	5	-7	-0.2	10	-0.3	i
Cc1c(C(=O)N(Cc2ccc(Cl)cc2)C2CCS(=O)(=O)C2)oc2ccccc12 (stereo not drawn)	1	-10	3	3	24	-0.2	-2	-0.8	i
CCCS(=O)(=O)c1nc(S(=O)(=O)c2ccc(Cl)cc2)c(N2CCC(O)CC2)s1	1	0	-4	1	6	1.4	6	-0.5	i
COc1ccc(NC(=S)Nc2cccc(Cl)c2)cc1OC	-3	-3	2	37*	-2	0.7	-6	0.3	i
Cn1c(SCC(=O)Nc2ccccc2Oc2ccccc2)nnc1C1CC1	0	-1	0	1	-5	0.6	6	-0.2	i
O=C(Nc1ccccc1)C(Cc1ccccc1)c1ccccc1 (stereo not drawn)	4	-1	2	12	6	-0.1	6	-0.2	i
O=C1CCCCC1C(Nc1ccc(Br)cc1)c1ccccc1 (stereo not drawn)	1	-5	-2	-2	30	0.0	0	-0.3	i

3 entries out of the list, ordered by SMILES length, ascending.
SMILES	Rin1-Abl PPI inh	MsrA act	CSN inh	MLLE-PAM2 inh	FAS TE block	MsrA inh	eLon inh	TbMetRS inhib	Neddyl block
Cc1nn(-c2ccccn2)c(N)c1N=O	-12	-5	-4	-9	-4	1.0	-4	-0.1	i
CCc1ccc(CCC(=O)Nc2ccc(C(=O)O)cc2)o1	3	-6	0	2	-2	-0.7	-4	0.4	i
COC(=O)c1cc(OC)c(OC)cc1NC(=O)CCC1CCCC1	0	-3	-6	-3	14	0.2	-7	-0.2	i

(listing goes on)
SMILES	Rin1-Abl PPI inh	MsrA act	CSN inh	MLLE-PAM2 inh	FAS TE block	MsrA inh	eLon inh	TbMetRS inhib	Neddyl block
CC(C)(C)NC(=O)CN1C(=O)/C(=C/c2ccccc2)SC1=S	1	-4	-15	18	-3	2.2	0	0.6	i
COc1ccc(NC(=O)N2c3ccccc3CC2C)cc1OC (stereo not drawn)	-4	-1	2	2	-7	0.8	2	-0.6	i
O=C(CC(C(=O)O)c1ccc(Cl)cc1Cl)c1ccc(Cl)cc1 (stereo not drawn)	2	-3	1	3	-2	0.3	2	-0.7	i
CCN1CCN(C(=O)C(NS(=O)(=O)c2ccc3nc(C)sc3c2)C(C)C)CC1 (stereo not drawn)	8.1*	-13	1	-1	-8	-0.9	-8	-1.0	i
S=C(Nc1ccc2nccnc2c1)N1CCCC1	4	-3	8	-30	-5	-0.3	-3	0.3	i
CC(OC(=O)c1cc(S(=O)(=O)N2CCOCC2)ccc1Br)C(=O)N1CCOCC1 (stereo not drawn)	-2	-4	-2	-4	-4	0.9	-3	-0.2	i
CC(C)(C)OC(=O)N1CCC(c2c(C(=O)NCC3CCN(C4CCCC4)C3)cnn2-c2cccc(Cl)c2)CC1 (stereo not drawn)	3	0	7	-33	-4	-1.7	-2	0.1	i
COC(=O)[C@]1(C)N[C@H](c2ccc(-c3ccc(OC)cc3)cc2)[C@@H]2C(=O)N(C)C(=O)[C@@H]21	1	-10	-5	-12	-12	0.7	-5	-0.6	/
COc1cc(/C(C)=N/NC(=O)c2nnn(-c3nonc3N)c2-c2cccs2)ccc1O	2	-7	10	8	-4	4.0	15	0.1	/
CNC(=O)c1ccsc1NC(=O)c1coc2ccccc2c1=O	0	-1	-1	30	-4	1.4	10	0.2	i
O=C(Nc1ccc(Br)cc1)c1cnc[nH]1	3	-1	1	-2	-5	-1.6	-13	-0.6	i
COc1cc(/C=N/n2c(C)nnc2C)cc(OC)c1OC	1	-3	-5	-13	-3	-0.9	-5	-0.3	i
Cc1c(OCc2nn[nH]n2)ccc2c(-c3ccccc3)cc(=O)oc12	7	-2	-3	0	76*	2.2	4	0.4	i
O=C(CCCN1C(=O)/C(=C/c2ccco2)SC1=S)Nc1cccc(C(=O)O)c1	-2	-3	45*	-2	2	0.1	-2	0.1	i
Cc1ccc(Cn2cc(CN3CC(N4CCN(Cc5cccc(C)c5)CC4)CS3(=O)=O)nn2)cc1 (stereo not drawn)	/	-5	-3	/	-2	1.4	-1	-1.2	i
COc1ccc2cc(C(=O)C3CCCN(C(=O)c4csnn4)C3)ccc2c1 (stereo not drawn)	2	-12	-1	1	3	0.6	1	-0.5	/
COCCNC(=O)CN(C(=O)CCC(=O)Nc1ccccn1)c1ccccc1F	1	-2	0	9	-9	-0.3	-1	-0.1	i
Cc1nc(CC(=O)N2CCN(S(=O)(=O)c3ccccc3C#N)CC2)cs1	-1	-2	0	2	-7	0.7	-4	-0.6	i
CCC1C(O)=C(c2ccccn2)C(=N)N1c1ccccc1 (stereo not drawn)	2	-10	2	7	-10	-0.6	6	-0.9	i
CC(=O)Nc1ccc(C(=O)CN2CCN(c3ccccc3)CC2)cc1	4	-2	100*	-20	5	-0.8	-6	-0.3	i

The list goes on; it opens with the three that closed the last part.
SMILES	Rin1-Abl PPI inh	MsrA act	CSN inh	MLLE-PAM2 inh	FAS TE block	MsrA inh	eLon inh	TbMetRS inhib	Neddyl block
Cc1nc(CC(=O)N2CCN(S(=O)(=O)c3ccccc3C#N)CC2)cs1	-1	-2	0	2	-7	0.7	-4	-0.6	i
CCC1C(O)=C(c2ccccn2)C(=N)N1c1ccccc1 (stereo not drawn)	2	-10	2	7	-10	-0.6	6	-0.9	i
CC(=O)Nc1ccc(C(=O)CN2CCN(c3ccccc3)CC2)cc1	4	-2	100*	-20	5	-0.8	-6	-0.3	i
O=C(Nc1cccc(S(=O)(=O)N2CCCCC2)c1)C1=NN(c2ccccc2)C(=O)CC1	-2	-3	2	1	20	0.5	-4	-0.3	i
O=[N+]([O-])c1cccc(NC(=S)NCCc2ccccc2)c1	4	-2	1	0	65*	0.7	-1	0.6	i
CCCc1nc2ccc(C)cn2c1Cc1ccc(OC)cc1C	4	-6	7	-20	-4	2.3	-10	-1.0	i
COc1cc(C(=S)N2CCC(Cc3ccccc3)CC2)ccc1OCC(N)=O	-1	-3	-2	1	-14	-0.6	-7	-0.6	i
O=C(NCc1ccc(F)cc1)c1cc2c(s1)CS(=O)(=O)C2	0	-2	2	11	-2	-0.3	-9	0.1	i
Cc1ccc(C)c(N(CC(=O)N/N=C/c2ccc(-c3ccc([N+](=O)[O-])cc3)o2)S(=O)(=O)c2ccccc2)c1	-3	-9	44*	-36	42	0.9	-13	-1.0	i
Cn1c(CNc2ccc(O)cc2)nc2ccccc21	1	-5	2	22	-2	1.1	21	-1.0	i
CC1CCCCC1NC(=O)c1cc2c(s1)CS(=O)(=O)C2 (stereo not drawn)	1	-1	7	-1	-8	-1.3	-1	-0.8	i
Cc1ccc(Oc2ncccc2NC(=O)CCCC(=O)O)c2c1CCC2	1	-1	2	5	-2	-1.0	-2	-0.2	i
Cc1ccc(-c2csc(N3CCC(C(N)=O)(N4CCCCC4)CC3)n2)cc1	2	0	-1	-8	9	-0.1	0	-0.5	i
